High-throughput results: PubChem, several laboratories
M1AAP inhibition: P. falciparum M1AAP inhibitors, biochemical, fluorogenic H-Leu-NHMec substrate, 1536-well (AID 1445) | recombinant M1AAP, H-Leu-NHMec fluorogenic kinetic assay; higher % means a stronger effect | inhibition, % at 30 µM; hits with a dose series show IC50 in µM | 220,000 tested, 0.42% active;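 active means primary inhibition above the hit cutoff, then over 50% inhibition at one or more dose response concentrations, cut at about 23% in these data, passing the limit was not always enough; inconclusive means conflicting primary data, or primary hits not chosen for dose response; inactive means low primary inhibition, or under 50% at every dose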;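 further: plate controls were DMSO full reaction for no effect and no enzyme background for full effect; strong numbers were not always called active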
SIAH1 antagonists: Siah-1 peptide-binding antagonists, primary screen, biochemical, fluorescence polarization, rhodamine-plectin, uHTS (AID 1817) | one-dose displacement, % at 20 µM; IC50 in µM for titrated hits | Siah-1 / rhodamine-plectin peptide fluorescence polarization; higher % means a stronger effect | 290,000 tested, 0.02% active;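 active means displacement of at least 50% at 20 µM, with a fluorescence ratio check between 0.3 and a set limit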;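 further: plate controls were Siah plus tracer with DMSO for no effect and tracer alone without Siah for full effect; strong numbers were not always called active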
CSM14.1 death rescue: protection against thapsigargin-triggered cell killing – 384-well, CSM14.1, ATP luminescence, primary screen (AID 1222); CSM14.1 thapsigargin-induced death rescue, ATP luminescence; higher % means a stronger effect; cellular ATP content (survival), % at 20 µM, or EC50 in µM where a hit was titrated; 190,000 tested, under 10 active;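 active means EC50 below 50 µM in the dose-response confirmation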;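 further: death triggered by thapsigargin at about 15 µM added after 2 h compound pretreatment; cell ATP read after overnight thapsigargin exposure of roughly 18 to 22 hours; normalized against plate controls of thapsigargin alone and 5% DMSO vehicle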
LYP phosphatase: PTPN22 lymphoid phosphatase activity blockers – biochemical, fluorescence intensity, uHTS (AID 1779). recombinant LYP phosphatase, fluorescence intensity; higher % means a stronger effect. 290,000 tested, 0.054% active. inhibition, % at 11.5 µM; hits with a dose series show IC50 in µM;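 further: plate controls were vehicle with enzyme for no effect and no enzyme for full effect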
AID2073: disruptors of CaV2.2 binding to Mint1 – biochemical, HTRF (AID 2073). HTRF protein-protein interaction, Mint1-CaV2.2; higher % means a stronger effect. one-dose inhibition, % at 20 µM; IC50 in µM for titrated hits. 290,000 tested, 0.19% active; in the data active means inhibition mostly above about 51%, no sharp cut-off; inconclusive means no clear call, values can overlap the other calls; inactive means mostly below about 53%; further: some results filed as inactive read as strong as hits
P. falciparum M17LAP: P. falciparum M17LAP inhibitors, primary screen, biochemical, fluorogenic H-Leu-NHMec substrate, 1536-well (AID 1619) | 220,000 tested, 0.38% active | recombinant M17LAP, H-Leu-NHMec fluorogenic kinetic assay; higher % means a stronger effect | inhibition, % at 30 µM; hits with a dose series show IC50 in µM;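 active means compound inhibiting the enzyme by more than half at any dose during confirmatory dose-response retesting; inconclusive means strong single-dose inhibitors picked by rank but not retested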;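 further: plate controls were full reaction with DMSO carrier for no effect and no enzyme background for full effect; strong numbers were not always called active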
NOD2 inhibition: inhibition of NOD2-driven NF-kB reporter – cell-based, luminescence, uHTS, HEK293 (AID 1566). HEK293 NOD2/NF-kB luciferase reporter, luminescence; higher % means a stronger effect. inhibition, % at 4 µM, or EC50 in µM where a hit was titrated. 290,000 tested, 0.63% active; further: many of its hits are not listed in these tables
XIAP displacement: XIAP antagonists, biochemical, IAP family, fluorescence polarization (AID 1018); XIAP BIR domain, fluorescence polarization peptide displacement; higher % means a stronger effect; one-dose displacement, % at 20 µM; IC50 in µM for titrated hits; 200,000 tested, 0.007% active; in the data active means displacement above about 50%; further: a part of the inactive calls stands beside numbers as strong as those of hits
Hep lipid drop: modulators of hepatic lipid droplet formation; AML12 mouse hepatocytes, oleate lipid droplets, BODIPY imaging; inhibition, % at 6.5 µM; 240,000 tested, 0.4% active; AID 1656;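 active means lipid droplet intensity inhibited by at least 50%, with more than 500 cells counted; inconclusive means wells with under 300 cells, treated as cytotoxic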
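Assay system: AML12 hepatocytes (mouse); Probe or stimulus: oleic acid at 100 µM to induce lipid droplet formation; Dosing: compound at 6.5 µM only; Schedule: compound with oleate, overnight; Detection: fluorescence imaging, 20x objective, two fields per well; Measure: % inhibition of lipid droplet signal.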
Hep lipid drop cells 6.5 µM: second read-out of Hep lipid drop, no call of its own (marks repeat the call); cell count; measured here: cell count, cytotoxicity flag;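 cells counted across two imaged fields per well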
Starred values were filed as active, the others as inactive; ? = inconclusive; · = not tested or not shown. Unless noted, no stated cut-off is given here; in the data, active means inhibition above about 50%; inactive means the rest.

SMILES	M1AAP inhibition	SIAH1 antagonists	CSM14.1 death rescue	LYP phosphatase	AID2073	P. falciparum M17LAP	NOD2 inhibition	XIAP displacement	Hep lipid drop	Hep lipid drop cells 6.5 µM
COc1ccc(OCc2nc(N)nc(Nc3ccc(C)cc3)n2)cc1	-2%	5%	-0.2%	-2%	-5%	4%	-45%	-1.6%	·	·
CCN1CCCc2cc(CN(CCN3CCOCC3)C(=S)Nc3cccc(C)c3)ccc21	-1%	-2%	-0.5%	2%	-17%	2%	-10%	-7.5%	17	797
CC(=O)Nc1cccc(-c2cnc3ccccc3n2)c1	3%	1%	-1.6%	-2%	-4%	24%	-44%	-2.7%	17	837
O=C(CN1CCN(Cc2ccccc2F)C1=O)NC1CCCC1	0%	2%	-1.2%	-5%	-16%	-4%	7%	-11%	2	777
Cc1nc2ccc(N=NC3=C(O)CCCC3=O)cc2s1	7%	-6%	-1.0%	-2%	1%	5%	-60%	-2.0%	·	·
C=CCOc1ccc(C(=O)N(Cc2ccc(N(C)C)cc2)C2CCS(=O)(=O)C2)cc1 (stereo not drawn)	13%	-5%	-0.7%	0%	25%	0%	4%	-3.3%	·	·
COc1ccc(OC)c(C(c2nnnn2Cc2ccccc2)N2CCC(C(N)=O)CC2)c1 (stereo not drawn)	8%	-4%	-2.2%	-6%	9%	-14%	2%	-2.9%	·	·
Clc1ccccc1OCCCCN1CCCC1	-3%	5%	-0.7%	-3%	6%	6%	23%	-4.3%	·	·
CCc1nnc(NC(=O)CSc2n[nH]c(-c3ccccc3O)n2)s1	28%	-3%	2.3%	-12%	-5%	17%	19%	-4.3%	-5	743
Cc1cccc(C2c3[nH]c4ccccc4c3CCN2C(=O)c2noc3c2CCCC3)n1 (stereo not drawn)	3%	-3%	2.0%	-3%	17%	-4%	-7%	-2.0%	-16	699
Cc1cc(C)nc(N2CCCC(C(=O)NCCc3ccccc3F)C2)n1 (stereo not drawn)	12%	1%	-1.2%	-9%	5%	-5%	0%	-3.6%	·	·
CN(C)/C=C1/N=C(c2ccccc2)OC1=O	-8%	2%	2.0%	-5%	-7%	3%	9%	-4.6%	4	807
CN(C)S(=O)(=O)c1ccc(C(=O)OCCN=C2NS(=O)(=O)c3ccccc32)cc1	·	13%	·	-9%	3%	·	2%	·	2	760
Cc1cc(NC(=O)C2CC(=O)N(c3ccc(Cl)cc3)C2)no1 (stereo not drawn)	·	-6%	·	-14%	2%	·	8%	·	-18	716
CC1CCCCC1NC(=S)NC(=O)c1sc2ccccc2c1Cl (stereo not drawn)	3%	-4%	-3.3%	-2%	-15%	5%	-19%	-7.2%	-5	684
CCOC(=O)c1cnc2c(C)cccc2c1NCCCN1CCOCC1	·	10%	·	-6%	2%	·	6%	·	-14	831
COC(=O)c1ccc2nc(C(F)(F)F)[nH]c2c1	-8%	-4%	-1.8%	-7%	5%	-1%	-3%	-3.6%	·	·
COc1cccc(CN2CCNC(=O)C2CC(=O)NCCOc2cccnc2)c1OC (stereo not drawn)	0%	0%	-0.7%	-6%	-22%	3%	-3%	-3.5%	-13	672
CCn1c(=O)cc(NC2=NCC(C)CN2c2cccc(Cl)c2)n(C)c1=O (stereo not drawn)	4%	-3%	-1.8%	-9%	-3%	-10%	26%	-3.4%	·	·
Cc1ccc(NC(=O)CSc2n[nH]c(-c3cccnc3)n2)c(Br)c1	·	-5%	·	-5%	0%	·	0%	·	-2	834
O=C(CCCCCN1C(=O)c2cccc3cccc(c23)C1=O)NCCO	14%	1%	-0.4%	-1%	0%	15%	3%	-0.1%	-3	761
CCn1c(COc2ccc3c(c2)OCO3)nnc1SCC(=O)O	-9%	-2%	-3.7%	-1%	-7%	23%	12%	-7.3%	-6	736
O=C(Nc1ccc(Oc2ccc(C(F)(F)F)cn2)c(Cl)c1)C1CC1	4%	-8%	-1.3%	1%	-14%	1%	8%	-9.8%	0	700
CCOC(=O)C1=C(C)OC(N)=C(C#N)C1c1cc(Cl)c(OCC(N)=O)c(OC)c1 (stereo not drawn)	2%	2%	3.7%	-8%	11%	-1%	-10%	-0.9%	-9	738
O=C(c1cc2ccccc2oc1=O)N(Cc1cccs1)Cc1cccs1	2%	6%	-2.5%	3%	-1%	10%	7%	-1.8%	-15	711
COc1ccc(Cn2nnc3c(C)n[nH]c(=O)c32)cc1	·	2%	·	-1%	11%	·	-8%	·	-14	791
CCN(CC)CCN(C(=O)c1ccc(S(=O)(=O)N2CCOCC2)cc1)c1nc2cc3c(cc2s1)OCCO3	·	2%	·	-8%	5%	·	1%	·	?	·
CN(C)S(=O)(=O)c1ccc(NC(=O)N2CCN(c3ccccc3Cl)CC2)cc1	14%	3%	-1.9%	-5%	9%	-4%	17%	-3.0%	1	664
O=C(OCc1ccco1)c1ccc(S(=O)(=O)N2CCCCC2)cc1	7%	2%	-1.6%	3%	16%	-4%	8%	-4.1%	-4	752
COCCCNC(=O)c1ccc(CN2CCc3ccccc3C2)cc1	5%	15%	1.1%	-12%	-4%	1%	15%	-6.9%	-10	716
Cn1c(=O)c2c(SCC(=O)N3CCCc4ccccc43)nc(C3CC3)nc2n(C)c1=O	1%	4%	-3.2%	3%	-8%	5%	11%	-2.9%	7	681
CCOC(=O)C1CCCN1C(=O)c1ccc(OC)c(Br)c1 (stereo not drawn)	10%	-1%	-0.5%	-6%	-1%	4%	-15%	-2.3%	-12	639
Cc1ccc(S(=O)(=O)N2CCN(C(=O)COc3ccc(C)nc3[N+](=O)[O-])CC2)c(C)c1	7%	4%	1.0%	-6%	5%	-5%	12%	-2.3%	3	673
CCN(CC)S(=O)(=O)c1cccc(C(=O)Nc2cc(C)nn2-c2ccccc2)c1	-4%	9%	0.4%	-11%	8%	-10%	19%	-6.3%	18	717
CN1CCN(C(=O)c2cn(-c3ccccc3)nc2-c2cccnc2)CC1	8%	0%	1.4%	-5%	-10%	-7%	5%	-22%	6	781
CCOc1ccc(N2C(=O)CC(NC3CCN(C(=O)c4cccc(Cl)c4)CC3)C2=O)cc1 (stereo not drawn)	·	1%	·	-14%	3%	·	0%	·	8	694
Cc1ccccc1NC(=O)CN1C(=O)N/C(=C\c2cccn2-c2cccc(C(=O)O)c2)C1=O	9%	8%	-0.4%	-2%	34%	46%	11%	-23%	0	628
Cc1c(NC(=S)N/N=C/c2cccc(O)c2)c(=O)n(-c2ccccc2)n1C	1%	-2%	-1.5%	-6%	-4%	10%	19%	-2.6%	·	·
CCC(Sc1nc(-c2ccccc2)c(C#N)c(=O)[nH]1)C(=O)Nc1nnc(C)s1 (stereo not drawn)	2%	2%	-1.4%	-1%	20%	77%	14%	-0.2%	3	706
Cc1ccc(-n2nnnc2C(Cl)(Cl)c2nnnn2-c2ccc(C)cc2)cc1	2%	0%	3.8%	3%	4.6µM*	-2%	16%	1.4%	·	·
CNc1cccccc1=S	2%	5%	6.3%	-2%	17%	-6%	1%	0.7%	·	·
COc1cc2[nH]c(=S)n(Cc3ccc(C)o3)c(=O)c2cc1OC	1%	-2%	1.2%	-3%	-28%	-12%	12%	-3.1%	·	·
O=[N+]([O-])c1ccc(O)c(/C=N/Nc2nn[nH]n2)c1	16%	-6%	-0.9%	3%	2%	4%	9%	0.3%	1	669
COc1ccc(C(=O)NCc2ccccc2)cc1S(=O)(=O)N1CCCc2ccccc21	-1%	2%	-2.2%	-4%	2%	-1%	7%	-5.7%	-63	781
COc1ccc(CCNC(=O)Nc2cccs2)c(OC)c1	·	-1%	·	-7%	-11%	·	-11%	·	·	·
CS(=O)(=O)Nc1ccccc1C(=O)NCc1ccccc1Cl	4%	3%	-0.9%	2%	13%	-7%	6%	-7.3%	-37	687
O=C(COc1ccc(Cl)cc1)NNC(=O)c1ccccc1C(=O)O	·	-1%	·	-10%	1%	·	15%	·	-7	679
Nc1ccc2ncccc2c1N	·	24%	-3.3%	-6%	82%	·	20%	-4.6%	-2	684
CC(Oc1cc2oc(=O)c3c(c2cc1Cl)CCC3)C(=O)NCc1cccnc1 (stereo not drawn)	·	6%	·	-6%	5%	·	8%	·	-6	704
CCOC(=O)c1sc(NC(=O)CSc2nnc(-c3ccco3)n2CC)c(C(=O)OCC)c1C	-3%	4%	-0.9%	4%	26%	32%	0%	-37%	-7	594

Record cards (already shown):
COc1cc2[nH]c(=S)n(Cc3ccc(C)o3)c(=O)c2cc1OC across the screens: M1AAP inhibition: 1%; SIAH1 antagonists: -2%; CSM14.1 death rescue: 1.2%; LYP phosphatase: -3%; AID2073: -28%; P. falciparum M17LAP: -12%; NOD2 inhibition: 12%; XIAP displacement: -3.1%; Hep lipid drop: ·; Hep lipid drop cells 6.5 µM: ·
COc1ccc(CCNC(=O)Nc2cccs2)c(OC)c1 across the screens: M1AAP inhibition: ·; SIAH1 antagonists: -1%; CSM14.1 death rescue: ·; LYP phosphatase: -7%; AID2073: -11%; P. falciparum M17LAP: ·; NOD2 inhibition: -11%; XIAP displacement: ·; Hep lipid drop: ·; Hep lipid drop cells 6.5 µM: ·

(continued)
SMILES	M1AAP inhibition	SIAH1 antagonists	CSM14.1 death rescue	LYP phosphatase	AID2073	P. falciparum M17LAP	NOD2 inhibition	XIAP displacement	Hep lipid drop	Hep lipid drop cells 6.5 µM
C=C(C)C(=O)Nc1cccc(C2=NOC3(C2)C[C@H](C(N)=O)N(C(=O)COc2ccc(Cl)cc2)C3)c1 (stereo partly drawn)	3%	1%	·	8%	47%	8%	5%	·	27	692
Cc1cc(C(=O)OCC(=O)c2ccccc2)c2ccccc2n1	·	13%	·	-10%	-2%	·	0%	·	-12	824
Nc1ccc(Br)c[n+]1Cc1cccc2cccnc12	·	-3%	·	-1%	-8%	·	-18%	·	2	668
CN(C)c1ccc(C(=S)N2CCN(C(=S)Nc3cccc4ccccc34)CC2)cc1	6%	2%	1.2%	5%	21%	4%	-9%	-8.0%	-23	718
O=C(Nc1nnc(C2CC2)s1)c1cc2c(s1)CCCCCC2	1%	-7%	0.4%	-6%	9%	3%	-40%	-3.2%	·	·
CCOc1ccc(NC(=O)NCc2ccc3c(c2)OCO3)cc1	·	-3%	·	-12%	9%	·	-4%	·	8	862
CCOCCCNc1c2c(nc3cc(-c4ccc(F)cc4)nn13)CCC2	1%	9%	-0.8%	-6%	17%	-2%	-12%	-7.3%	-15	756
COc1ccc(N2CCN(Cc3cc4c(cc3O)CCC4)CC2)cc1	2%	2%	-0.7%	9%	-4%	-63%	0%	0.0%	-6	727
CCOc1cccc(-c2nnc3sc(-c4cc(OC)c(OC)c(OC)c4)nn23)c1	1%	0%	1.6%	-3%	31%	-7%	5%	-4.8%	·	·
CCOC(=O)c1c(C)[nH]c(C(=O)OCc2ccc([N+](=O)[O-])cc2)c1C	·	6%	·	2%	1%	·	15%	·	2	718

An excerpt; rates above refer to the full screens.
